Bioassay records deposited in PubChem BioAssay by several laboratories.
FLuc act counter: affects firefly luciferase, flagging false hits in luciferase stimulation screens | P08659 | ATPlite luciferase biochemical, luminescence, 10 min; 0 = ATP-free wells, 1 = DMSO control | activation factor at 10 µM | 200,000 tested, under 10 active;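 active = luciferase activation factor, scaled between plate controls, of at least 2 with compound at 10 µM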
Target sequence (P08659 whole entry, looked up): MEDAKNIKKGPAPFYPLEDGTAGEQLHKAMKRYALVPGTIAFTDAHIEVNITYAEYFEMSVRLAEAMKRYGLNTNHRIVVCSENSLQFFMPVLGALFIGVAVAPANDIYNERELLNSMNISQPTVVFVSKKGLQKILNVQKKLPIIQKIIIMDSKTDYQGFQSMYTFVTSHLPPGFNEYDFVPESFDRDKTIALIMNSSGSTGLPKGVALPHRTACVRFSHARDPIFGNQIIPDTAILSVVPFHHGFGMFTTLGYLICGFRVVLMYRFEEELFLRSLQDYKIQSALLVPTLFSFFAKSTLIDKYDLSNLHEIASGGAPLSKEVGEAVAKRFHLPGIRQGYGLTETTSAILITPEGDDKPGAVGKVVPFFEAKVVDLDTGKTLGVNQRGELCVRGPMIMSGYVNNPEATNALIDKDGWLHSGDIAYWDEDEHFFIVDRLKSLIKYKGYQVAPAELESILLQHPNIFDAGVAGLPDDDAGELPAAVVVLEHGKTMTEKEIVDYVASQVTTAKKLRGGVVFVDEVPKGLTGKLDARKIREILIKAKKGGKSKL
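Material: luciferase plus luciferin reagent, cell-free. Medium: PBS buffer for ATP. Also added: ATP substrate, dispensed from a 10.24 µM working solution in PBS. Doses: test compounds dosed from 2 mM stocks in 100% DMSO. Incubation: 10 min post-reagent at room temperature. Technique: light output (luminescence). Read-out basis: luminescence gain marking luciferase activators.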
FLuc inh counter: counter-screen for luciferase assay inhibitors: firefly luciferase inhibition; P08659; ATPLite firefly luciferase biochemical luminescence, 10 min; inhibition, % at 10 µM; actives 1.5% (n = 200,000);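 active = inhibition above about 50% when tested at 10 µM, limit read from the data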
STAT3 activator: activators of IL-6 induced STAT3 signaling; U3A cells, IL-6 STAT3-luciferase reporter, luminescence; 100% = signal with IL-6 EC80 alone; activation (% of control), % at 5.6 µM; actives 0.91% (n = 190,000); AID 871;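 active = activation above the screen-wide mean of compound activation plus 3 SD, cut at about 130% in these data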;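 also: 0% = background luminescence of wells with medium and substrate only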
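Test system: Human STAT1-deficient U3A cells with stable STAT3-luciferase reporter | Also added: Interleukin-6, 33 ng/mL | Timing: Compound pre-incubation 1 h before IL-6, then 6 h stimulation at 37 °C | Technique: Luciferase reporter luminescence | Read-out: Percent of IL-6-only median luminescence | Benchmarks: IL-6-only wells as 100% reference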
NF-kB expr up: raises NF-kB expression in human neuronal cells | NF-kB reporter expression; stronger effect = higher value | fold change at 12.5 µM | actives 1.6% (n = 190,000); in the data active = fold change above about 3.3
ROMK primary: human ROMK K+ channel modulation, primary screen. Tet-inducible ROMK, thallium flux fluorescence; actives lie on both sides. B-score at 10 µM. actives 2% (n = 130,000). AID 1918;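 active = signal ratio slope over the read window, or its plate-corrected B-score, at least 3 SD from the plate mean, either direction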;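 also: B-score of the F/F0 ratio slope over 7 to 12 s after thallium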
Target sequence (P48048 whole entry, looked up): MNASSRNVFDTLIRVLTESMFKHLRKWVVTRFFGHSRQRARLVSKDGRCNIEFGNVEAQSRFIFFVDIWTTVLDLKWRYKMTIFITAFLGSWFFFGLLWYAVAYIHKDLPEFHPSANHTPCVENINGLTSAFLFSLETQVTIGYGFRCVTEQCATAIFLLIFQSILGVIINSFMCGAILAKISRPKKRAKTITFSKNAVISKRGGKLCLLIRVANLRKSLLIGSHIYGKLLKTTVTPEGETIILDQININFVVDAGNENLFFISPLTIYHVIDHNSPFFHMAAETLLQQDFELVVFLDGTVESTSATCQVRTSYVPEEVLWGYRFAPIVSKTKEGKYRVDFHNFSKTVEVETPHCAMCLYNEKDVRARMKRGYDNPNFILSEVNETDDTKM
STAT1 activator: STAT1 signaling activation | NIH 3T3 STAT1-luciferase reporter, IFN-gamma, luminescence; 100% = IFN-gamma alone, no compound | activation (% of control), % at 5.5 µM | actives 2.6% (n = 200,000);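 active = activation above the screen-wide mean activation plus 3 SD, cut at about 130% in these data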;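 also: raw ratio to IFN-gamma control signal so 100% means no change and 0% no light; values of inactives mirror those of a sister screen read the other way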
STAT1 blocker: STAT1 signaling inhibition. actives 0.35% (n = 200,000). inhibition, % at 5.5 µM. NIH 3T3 STAT1-luciferase reporter, IFN-gamma, luminescence;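 active = inhibition above a set limit, the mean inhibition across all tested compounds plus 3 SD, cut at about 34% in these data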;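 also: 0% = IFN-gamma with DMSO and 100% = IFN-gamma with 300 µM nifuroxazide; values of inactives mirror those of a sister screen read the other way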
STAT3 inh: inhibitors of IL-6 induced STAT3 signaling. U3A cells, IL-6 STAT3-luciferase reporter, luminescence; host cell line lacks STAT1. inhibition, % at 5.5 µM. actives 0.89% (n = 190,000). AID 862;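 active = inhibition above the mean inhibition across all screened compounds plus 3 SD, cut at about 44% in these data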;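 also: 0% = DMSO only wells and 100% = 100 µM nifuroxazide control wells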
APP 5'UTR act: APP 5'UTR luciferase reporter activation; actives 1% (n = 190,000); SH-SY5Y APP 5'UTR luciferase reporter, luminescence; zero percent = DMSO vehicle wells; activation, % at 2 µM;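 active = activation above a set limit, based on mean plus 3 SD of controls, cut at about 140% in these data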; also: values of inactives mirror those of a sister screen read the other way
APP 5UTR inh: APP translation inhibition | SH-SY5Y APP 5'UTR-luciferase reporter, luminescence | actives 0.82% (n = 190,000) | inhibition, % at 2 µM;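 active = inhibition above a set limit, derived from the sample mean plus 3 SD, cut at about 45% in these data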; also: values of inactives mirror those of a sister screen read the other way
Starred values were filed as active, the others as inactive; nt = no result given.

SMILES	FLuc act counter	FLuc inh counter	STAT3 activator	NF-kB expr up	ROMK primary	STAT1 activator	STAT1 blocker	STAT3 inh	APP 5'UTR act	APP 5UTR inh
Cc1ccc(Cn2c(CN3CCOCC3)nc3c2c(=O)[nH]c(=O)n3C)cc1	1.1	-8.6	99.0	1.15	0.217	103.1	-3.3	3.9	2.0	-2.0
OC(COc1cccc(OCC(O)CN2CCCC2)c1)CN1CCCC1 (configuration not stated)	1	-4.9	101.1	1.03	1.82	94.0	6.5	6.3	18.8	-18.8
O=C(/C=C\c1cn(-c2ccccc2)nc1-c1cccs1)N1CCOCC1	0.6	35.3	90.2	0.42	-0.457	94.7	5.9	11.3	-5.1	5.1
O=C(CN1CCCCC1)NC(=O)NCc1ccccc1	1.1	-6.9	106.5	1.08	-0.0158	101.0	-1.1	-3.5	4.2	-4.2
CCN(C(=O)CN1CCN(C)CC1)c1cccc2ccccc12	0.9	6.8	95.2	1.13	0.96	92.6	8.2	9.6	-0.1	0.1
CCOC(=O)C(NC(C)=O)(OCc1ccc(F)cc1)C(F)(F)F (configuration not stated)	1	-1.4	102.7	1.01	nt	101.0	-1.2	8.2	-3.9	3.9
CCOC1=NN(c2ncc(C(F)(F)F)cc2Cl)C(=O)C1	1.1	-8.2	103.5	1.23	1.29	102.5	-2.9	-2.4	-6.6	6.6
CCOC(=O)c1nnn(-c2nonc2OC)c1-c1ccccc1	1	-3.8	101.9	0.91	-0.0631	104.7	-3.5	2.1	12.3	-12.4
CCc1nnc(NC(=O)CSc2nnc(CNc3ccc(OC)cc3)n2CC)s1	1	-1.3	93.3	1.12	1.06	101.0	-2.1	14.2	-5.2	5.2
CC(=O)Nc1cccc(Oc2cc(C#N)c(C#N)cc2N2CCOCC2)c1	1	-3.2	111.8	0.92	-0.36	98.5	1.6	-10.0	-6.4	6.4
O=C(CSc1nccc(=O)[nH]1)NCc1ccc(Cl)cc1	1	-1.8	106.3	1.12	0.42	103.3	-3.2	-0.8	2.0	-2.0
COc1cc(/C=N/Nc2cccc(C)c2)cc(Br)c1O	1	-2.9	129.7	0.87	-1.48	93.7	5.5	-25.5	-13.5	13.5
Cc1cc([N+](=O)[O-])nn1CC(=O)c1ccccc1	1	-3.4	97.4	1.25	nt	95.9	2.4	9.9	10.2	-10.3
O=C(O)Cn1nnc(-c2cccs2)n1	1.1	-5.5	98.7	1.14	nt	105.8	-6.4	9.2	-8.1	8.1
Cc1ccc(CNC(=O)CSc2nc3ccsc3c(=O)n2Cc2ccc(C(=O)O)cc2)cc1	1.1	-5.7	108.3	1.76	0.0256	101.1	-2.3	-8.9	6.6	-6.6
COc1cc([N+](=O)[O-])ccc1Nc1nc(C)cc(C)n1	1	-3.0	93.1	nt	-1.75	86.1	15.5	13.7	-8.1	8.1
CCOC(=O)c1cc(NCc2cccs2)ccc1N1CCOCC1	1.1	-9.5	103.1	1.1	1.29	104.0	-6.4	3.6	25.9	-25.9
Clc1ccc(-c2nnc(-c3ccccc3)o2)c(Cl)c1	0.1	86.0*	55.8	4.97*	-0.0279	103.8	-4.2	58.6*	119.4	-119.4
Cc1ccc2oc(=O)c(/C=C(\O)c3sc(C)nc3C)nc2c1	0.9	7.2	105.0	1.78	nt	92.0	8.9	-2.6	10.7	-10.7
O=C(CSc1nnc(COc2cccc3cccnc23)o1)c1ccc(F)cc1	1	-4.7	105.0	0.93	-0.59	93.6	6.9	-1.3	11.0	-11.0
Oc1cccc(Nc2nc(NCC3CCCO3)c3ccccc3n2)c1 (configuration not stated)	1	3.2	88.6	0.37	nt	107.7	-8.3	16.6	-9.7	9.7
CC(=O)CCc1ccc(OCC(O)CNC2CCCc3ccccc32)cc1 (configuration not stated)	1.1	-5.4	99.7	1.18	-1.2	100.4	-0.3	-1.3	-2.7	2.7
CN(C)C(=O)CSc1nnc(Cc2ccccc2)n1CC1CCCO1 (configuration not stated)	1	0.6	97.3	1.06	0.13	98.7	1.6	11.4	17.4	-17.4
Cc1nc(SCCOc2ccccc2F)[nH]c(=O)c1Cc1ccccc1	1.1	-9.9	95.7	1.05	0.252	97.9	1.3	11.6	0.7	-0.7
CC(C)(C)CC(=O)Nc1nnc(SCC(=O)Nc2ccccc2F)s1	1	-1.2	97.1	1.17	nt	97.3	1.7	6.9	6.0	-6.0

One compound at a time (already shown). Screens in order: FLuc act counter	FLuc inh counter	STAT3 activator	NF-kB expr up	ROMK primary	STAT1 activator	STAT1 blocker	STAT3 inh	APP 5'UTR act	APP 5UTR inh
Results for O=C(CN1CCCCC1)NC(=O)NCc1ccccc1 → 1.1	-6.9	106.5	1.08	-0.0158	101.0	-1.1	-3.5	4.2	-4.2
Results for CCc1nnc(NC(=O)CSc2nnc(CNc3ccc(OC)cc3)n2CC)s1 → 1	-1.3	93.3	1.12	1.06	101.0	-2.1	14.2	-5.2	5.2
Results for O=C(CSc1nccc(=O)[nH]1)NCc1ccc(Cl)cc1 → 1	-1.8	106.3	1.12	0.42	103.3	-3.2	-0.8	2.0	-2.0

(further entries)
SMILES	FLuc act counter	FLuc inh counter	STAT3 activator	NF-kB expr up	ROMK primary	STAT1 activator	STAT1 blocker	STAT3 inh	APP 5'UTR act	APP 5UTR inh
CCOC(=O)N1CCN(C(=O)CS(=O)(=O)Cc2nc(-c3ccccc3C)oc2C)CC1	1.1	-7.1	101.2	1.06	nt	92.7	8.2	3.8	3.0	-3.0
C=CCNC(=O)/C(C#N)=C/c1c(C)nn(-c2ccc(Cl)cc2)c1Cl	1	-4.8	103.9	1.24	nt	108.3	-9.1	-6.2	12.5	-12.5
O=C(NNC(=O)C1CCCO1)c1ccc(Br)cc1 (configuration not stated)	1	-4.1	94.3	1.12	nt	88.2	13.4	9.5	5.2	-5.2
O=C(Nc1ccccc1C(=O)Nc1ccc2c(c1)OCO2)c1ccco1	1	0.8	91.8	2.54	nt	96.7	3.6	13.1	-4.2	4.2
Cc1cc2nc(-c3cccc(NC(=O)c4ccc(Br)o4)c3C)oc2cc1C	0.7	32.2	100.8	0.88	-0.707	115.3	-16.7	1.9	-6.4	6.4
O=C(NCCc1ccccc1)c1cc(=O)c2ccccc2o1	1	-1.4	89.5	1.32	-0.00943	104.8	-6.3	18.2	-10.0	10.0
O=C(CSc1nncs1)NC(=O)NCc1ccccc1	1	1.4	103.8	1.2	0.14	91.5	10.4	-0.2	10.3	-10.3
O=C(Nc1ccccc1C(F)(F)F)c1ccc(F)c(S(=O)(=O)N2CCOCC2)c1	1	-2.8	97.0	1.15	nt	101.0	-1.1	7.4	14.7	-14.7
COc1cccc(NC(=O)C2CCCN(S(=O)(=O)c3cccc4cccnc34)C2)c1 (configuration not stated)	1.1	-7.4	91.1	0.79	nt	96.0	4.5	15.9	19.6	-19.6
CCCCn1c(-c2ccncc2)nc2c1c(=O)[nH]c(=O)n2CC(C)C	1	-4.9	107.1	1.18	nt	100.2	-0.2	-5.3	10.8	-10.8
Cc1nc2c(C(=O)N3CCOCC3)cnn2c(C)c1Cc1cccc(Cl)c1	1	-2.7	101.6	1	nt	99.0	1.1	2.1	-4.0	4.0
COc1cccc(N2C(=O)C(CC(=O)Nc3ccccc3)N(C3CCCCC3)C2=O)c1 (configuration not stated)	1.1	-6.7	105.8	1.02	nt	100.9	-1.0	-1.5	12.4	-12.4
O=C(CC1C(=O)N(Cc2ccccc2)C(=S)N1CCN1CCOCC1)Nc1ccc(F)cc1 (configuration not stated)	1.1	-6.1	105.7	1.02	-0.721	99.0	1.6	-4.3	-2.8	2.8
CCOc1ccccc1/C=N/OCC(=O)NCc1ccc(F)cc1	1	-4.2	102.7	0.93	0.522	96.5	2.3	3.7	-7.5	7.5
Cc1nc(SCC(=O)c2cc3ccccc3oc2=O)c(C#N)c(-c2cccs2)c1C(=O)Nc1ccccc1	1.1	-6.1	100.8	0.87	-0.000356	95.3	4.5	10.8	0.9	-0.9
CN1CCC(OC(=O)c2ccc(Cl)cc2Cl)CC1	1.1	-5.4	99.8	1.19	-0.342	104.8	-6.9	4.6	-10.0	10.0
Cn1c(=O)c(-c2ccccc2)nn2c3ccccc3nc12	1.1	-8.2	118.0	0.74	0.829	93.7	6.9	-17.1	9.8	-9.8
Cc1ccc(C(=O)N2c3ccccc3N(Cc3ccccc3)C(=O)C2(C)C)cc1	1	-0.4	78.3	0.86	nt	79.7	22.3	28.7	-17.3	17.3
CCOC(=O)C1CCN(c2cc(=O)n(C3CCCCC3)c(=O)[nH]2)CC1	1.1	-5.7	96.9	0.91	0.112	95.9	4.5	7.6	3.6	-3.6
COc1ccc(-c2[nH]ncc2CN2CCC(N3CCSCC3)CC2)c(F)c1	1	-3.6	110.2	1.32	1.34	105.8	-6.3	-5.5	-1.9	1.9
Cn1c(=O)n(CC#N)c2ccccc21	1.1	-6.4	96.0	1.4	-0.0245	101.2	-1.3	12.3	-0.9	0.9
Cc1ccc(Cl)cc1NC(=O)C1CCN(S(C)(=O)=O)CC1	1	0.1	100.6	1.1	0.0478	95.9	5.0	-0.1	14.1	-14.1
CCCCN(C(=O)c1ccc(OC(F)(F)F)cc1)c1c(N)n(CCC)c(=O)[nH]c1=O	1.1	-8.5	99.4	1.06	0.632	100.9	-2.5	2.0	-13.4	13.4
COCCOC(=O)c1[nH]c2c(c1C)C(=O)CC(c1ccc(N(C)C)cc1)C2 (configuration not stated)	1	2.0	109.1	0.71	nt	101.4	-1.6	-6.9	26.8	-26.8
Cc1ccc(-n2c(N)c(C#N)c(-c3ccc(Cl)cc3)c(C#N)c2=O)cc1	1	-4.8	98.8	1.19	nt	94.2	2.7	10.4	7.6	-7.6
SMILES	FLuc act counter	FLuc inh counter	STAT3 activator	NF-kB expr up	ROMK primary	STAT1 activator	STAT1 blocker	STAT3 inh	APP 5'UTR act	APP 5UTR inh
c1ccc(-c2ncc3c(ccc4ccccc43)n2)cc1	0.1	89.2*	119.2	1.17	-0.284	141.2*	-40.7	-27.0	112.7	-112.7
CC1=C(C(=O)OC(C)C)C(c2coc3ccccc3c2=O)C2=C(CCCC2=O)N1 (configuration not stated)	1	-4.2	126.8	0.71	0.169	99.1	1.0	-36.3	-0.1	0.1
Cc1nc(C)n(CC(O)COc2ccc3c(c2)CCC3)n1 (configuration not stated)	1	-4.4	103.6	1.26	nt	98.8	1.3	0.0	7.6	-7.6
CC(NC(=O)CN1CCc2ccccc21)c1ccccc1 (configuration not stated)	1.1	-7.0	102.2	1.26	-0.491	92.2	8.8	-0.4	13.7	-13.7
COC(=O)[C@H](Cc1ccccc1)NC(=O)[C@@H]1C[C@H]1[C@@H](NC(=O)OCc1ccccc1)c1ccccc1	1	-4.7	98.5	1.23	-0.247	102.6	-2.9	-1.0	0.6	-0.6
CCCS(=O)(=O)N1CCCC(C(=O)NCCCN2CCN(c3cccc(Cl)c3)CC2)C1 (configuration not stated)	1.1	-6.9	89.8	0.7	nt	102.4	-2.6	18.1	nt	nt
COc1ccc(C(OC(=O)c2cccs2)C(=O)NCC2CCCO2)cc1 (configuration not stated)	1	-0.8	102.7	1.2	nt	115.0	-16.8	-0.6	-0.6	0.6
CC(Cc1cccs1)NC(=S)Nc1ccccc1 (configuration not stated)	1	0.5	92.9	1.94	-0.434	98.6	1.6	8.3	18.0	-18.0
